From PubChem
PPC-1+TRAIL kill – compounds killing PPC-1 cancer cells with TRAIL present, primary screen, TRAIL potentiator project, ATPLite luminescence, uHTS | PPC-1 cells + TRAIL, ATPLite viability luminescence | cell killing (% activity), % at 4 µM | hit rate 0.41% among 220,000;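 active = cell killing above 50% in the first pass at 4 µM, then a duplicate retest at 5 µM averaging 50% or more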;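 also: plate controls were cells with TRAIL plus DMSO for no effect and medium-only wells lacking cells for full effect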
TRPML3 ag – human TRPML3 channel agonists, primary screen, cell-based, HEK293 TRPML3-YFP, Fluo-8 calcium fluorescence, 3 µM. Mucolipin-3 (Homo sapiens), Q8TDD5. 100% = the carbachol control signal. activation, % at 3 µM. hit rate 0.29% among 220,000. AID 1448, 2008;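 active = activation above its plate's cutoff, the mean activation of the plate's test wells plus 3 SD, cut at about 12% in these data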;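 also: 0% = DMSO only wells and 100% = carbachol wells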
Target sequence (Q8TDD5 whole entry, looked up): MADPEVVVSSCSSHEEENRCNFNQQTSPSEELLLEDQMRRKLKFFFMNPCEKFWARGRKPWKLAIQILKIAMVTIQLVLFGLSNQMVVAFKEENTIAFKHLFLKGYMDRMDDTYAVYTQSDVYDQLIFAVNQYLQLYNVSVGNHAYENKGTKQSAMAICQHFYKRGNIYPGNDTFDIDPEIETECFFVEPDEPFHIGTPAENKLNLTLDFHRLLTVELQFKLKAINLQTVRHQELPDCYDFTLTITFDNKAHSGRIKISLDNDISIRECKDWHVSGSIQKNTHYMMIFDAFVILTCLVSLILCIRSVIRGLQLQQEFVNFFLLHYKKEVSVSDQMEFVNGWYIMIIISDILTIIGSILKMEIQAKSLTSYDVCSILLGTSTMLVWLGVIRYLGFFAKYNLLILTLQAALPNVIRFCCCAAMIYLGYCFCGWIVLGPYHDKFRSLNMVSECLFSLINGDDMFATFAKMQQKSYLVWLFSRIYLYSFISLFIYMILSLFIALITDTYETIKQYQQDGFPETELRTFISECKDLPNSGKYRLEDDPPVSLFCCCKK
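system = HEK293 cells stably carrying human TRPML3-YFP | doses = one concentration, 3 µM nominal, 0.3% DMSO | timing = dye loading 1 h 37 °C then 30 min ambient, 125 s read | detection = Fluo-8 calcium dye fluorescence, ex 470-495, em 515-575 nm | benchmarks = high control carbachol 87 µM, low control DMSO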
NPY Y1 blocker – NPY-Y1 receptor antagonists, primary screen, cell-based; Neuropeptide Y receptor type 1 (Homo sapiens), P25929; HEK293-CNG Y1 cells, membrane potential fluorescence; NPY at EC95, then isoproterenol; inhibition, % at 3.6 µM; hit rate 1% among 200,000; AID 1040, 2008;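 active = inhibition above the campaign mean inhibition of all tested compounds plus 3 SD, cut at about 20% in these data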;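 also: 0% = DMSO wells given NPY plus isoproterenol and 100% = isoproterenol alone without NPY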
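Test system – HEK293 Y1/CNG channel cell line · Also added – NPY agonist 25 nM, then isoproterenol 1 µM plus Ro 20-1724 25 µM · Compound dosing – one concentration, 3.6 µM, in 0.4% DMSO · Schedule – compound incubation 1 h at room temperature, readout 45 min post-stimulation · Technique – fluorescence, membrane potential probe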
CHOP inh – inhibitors of CHOP promoter induction, primary screen, cell-based, unfolded protein response, luciferase reporter | CHO-K1 CHOP-promoter luciferase, tunicamycin-induced, 15-18 h | hit rate 3.8% among 220,000 | inhibition, % at 10 µM | AID 2732, 2010;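 active = compounds that reduced the stress-induced luciferase reporter signal by more than about 70% of percent inhibition, limit read from the data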;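 also: 0% = tunicamycin plus vehicle and 100% = wells without tunicamycin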
PGE2 EP2 inh – human EP2 receptor antagonists, primary screen, TR-FRET cAMP, C6 glioma cells | C6 glioma cells expressing human EP2; cells stimulated with saturating PGE2 | inhibition, % at 25 µM | AID 1422, 2008 | Prostaglandin E2 receptor EP2 subtype (Homo sapiens), P43116 | hit rate 0.52% among 260,000;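 active = percent inhibition above 40 after rounding to a whole number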;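 also: rat C6 glioma host cells with rolipram phosphodiesterase inhibitor present; the protocol text gives 20 µM as final concentration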
NPY1 pot ag – NPY-Y1 receptor potentiators or agonists, primary screen, cell-based; hit rate 0.37% among 220,000; activation, % at 3.6 µM; Neuropeptide Y receptor type 1 (Homo sapiens), P25929; NPY-Y1 expressing cells, potentiator/agonist activation; AID 1304, 2008; in the data active = activation above about 33%, passing the limit was not always enough;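 also: cells stimulated with NPY at EC10 then isoproterenol at EC100; 0% = low agonist plus stimulus and 100% = saturating agonist plus stimulus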
14-3-3 Bad inh – inhibitors of 14-3-3 zeta/Bad binding, primary screen, biochemical, TR-FRET, bovine 14-3-3 zeta; hit rate 0.71% among 220,000; AID 781, 2007; inhibition, % at 21.7 µM; TR-FRET 14-3-3zeta/Dy647-pBad peptide displacement, 1 h;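 active = inhibition above about 70%, limit read from the data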;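 also: 0% = full 14-3-3 plus peptide FRET controls and 100% = background without 14-3-3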
Target sequence (P63103 whole entry, looked up): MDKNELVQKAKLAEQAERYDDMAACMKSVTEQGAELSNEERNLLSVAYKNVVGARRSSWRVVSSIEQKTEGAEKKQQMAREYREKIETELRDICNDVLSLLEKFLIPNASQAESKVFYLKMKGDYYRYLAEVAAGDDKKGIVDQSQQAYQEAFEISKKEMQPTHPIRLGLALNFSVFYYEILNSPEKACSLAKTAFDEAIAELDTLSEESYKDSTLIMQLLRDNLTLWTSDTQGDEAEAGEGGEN
TRPN1 ag – zebrafish TRPN1 channel agonists, primary screen, cell-based, HEK293, calcium fluorescence; HEK293 zebrafish TRPN1-YFP, Fluo-8 calcium fluorescence; 100% = response to 87 µM carbachol; hit rate 0.18% among 220,000; activation, % at 3 µM; AID 1424, 2008; transient receptor potential cation channel N1 (TRPN1/NompC), Danio rerio;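 active = activation above its plate's cutoff, the mean activation of test wells on that plate plus 3 SD, cut at about 19% in these data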;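 also: 0% = DMSO alone and 100% = 87 µM carbachol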
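Material: zebrafish TRPN1-YFP in HEK293 cells. Doses: one dose of 3 µM, 0.3% DMSO. Incubation: dye 1 h 37 °C plus 30 min RT. Measured by: intracellular calcium fluorescence with Fluo-8.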
EP2 mod – EP2 receptor modulators, cAMP readout, primary screen, cell-based, HTRF cAMP, PGE2 stimulation; Prostaglandin E2 receptor EP2 subtype (Homo sapiens), P43116; EP2-expressing cells, cAMP HTRF FRET, PGE2 co-stimulation; induction, % at 25 µM; hit rate 0.83% among 260,000;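 active = compounds whose cAMP rise, as percent of the full-agonist control response, exceeds 60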;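 also: rat C6 glioma line stably carrying human EP2 under a CMV promoter; the protocol text gives 20 µM as final concentration; 100% = response of wells given 1 µM PGE2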
Starred values were filed as active, the others as inactive; · = not tested or not shown; & = joins results of further samples; [ ] = remark or other dose. Not all compounds are listed (hit frequency here may not be typical).

SMILES	PPC-1+TRAIL kill	TRPML3 ag	NPY Y1 blocker	CHOP inh	PGE2 EP2 inh	NPY1 pot ag	14-3-3 Bad inh	TRPN1 ag	EP2 mod
COc1cc(OC)c(C2SCCN2S(=O)(=O)c2ccc(F)cc2)cc1OC (centres undefined)	17.4	0.5	-2.5	4.4	7.9	-2.1	-2.4	0.3	10.7
CC(=O)c1cc(C#N)c(SCc2ccc([N+](=O)[O-])cc2)nc1C	-1.7	0.5	3.9	18.3	11.2	-17.7	-11.7	0.1	14.4
Cc1ccc(C2=Nc3ccccc3N=C(C(Cl)Cl)C2)cc1	·	0.5	2.2	84.1*	2.7	1.3	-13.8	0.9	43.1
O=C(Nc1ccc(Cl)c(C(F)(F)F)c1)N1CCCC(O)C1 (centres undefined)	8.0	1.2	3.5	14.1	11.7	-15.2	-3.2[fluorescence artefact?]	1.8	13.3
O=C(c1cc([N+](=O)[O-])ccc1N1CCCCC1)N1CCc2ccccc21	2.1	-0.9	9.0	36.6	23.6	-13.8	7.7	-2.9	32.2
CN(c1ccc(O)cc1)c1nc(-c2cccs2)cs1	·	-0.3	-5.8	60.4	6.8	4.0	-6.3	-0.8	-60.9
CC(=O)N/C(=C\c1ccccc1)C(=O)OCC(=O)N(C)C1CCCCC1	-9.8	-1.0	8.7	50.3	3.9	-6.1	15.0	0.3	10.3
O=C(NC(=O)N1CCN(c2ccccc2F)CC1)c1ccccc1	6.7	0.4	0.7	30.2	6.7	12.1	5.7	-0.6	5.3
CC1(C(=O)NCCCN2CCOCC2)Oc2cccnc2NC1=O (centres undefined)	13.3	0.6	-3.4	25.3	6.2	13.2	4.2	0.0	27.0
Cc1ccc2nc(N/C(=N/S(=O)(=O)c3ccc(F)cc3)c3ccccc3)sc2c1	12.6	0.6	-4.9	-30.3	6.2	9.1	-9.2	0.6	-13.3
Cc1cccc(C(=O)NNC2=CC(=O)CC(C)(C)C2)c1O	-3.7	1.4	·	-9.3	7.9	8.2	-14.8	2.0	-0.5
C=CCn1c(SCC(C)=O)nnc1-c1cc(-c2ccccc2)sc1N	8.0	-0.1	-11.9	26.5	1.1	-7.9	-5.0	-0.2	-8.7
O=C(CSc1nnc(CN2CCOCC2)n1-c1ccc(Cl)cc1)N1CCc2ccccc21	·	-0.2	-1.6	·	12.8	0.2	·	-0.7	·
CCc1ccc(S(=O)(=O)c2ccc(-n3nc(C)cc3N)cc2)cc1	13.0	1.7	-0.6	20.7	0.9	28.6	-11.2	1.1	-80.5
COc1ccc(NS(=O)(=O)c2ccc(N3CCCC3)c(NC(=S)Nc3ccc(SC(F)F)cc3)c2)cc1	8.3	0.3	-2.6	11.6	12.0	26.0	-1.9[fluorescence artefact?]	-2.1	-26.7
COc1ccc(C(C)=O)cc1COc1ccc([N+](=O)[O-])c(C)c1	9.9	-0.6	-0.2	19.0	10.2	-5.7	-4.5	-0.9	2.0
CCN1CCN(c2cc(C)c3cc(NC(=O)c4ccncc4)ccc3n2)CC1	16.1	·	·	-23.9	13.8	·	-4.9[fluorescence artefact?]	·	-16.4
O=C(O)CCCN1C(=O)/C(=C/c2cn(-c3ccccc3)nc2-c2cccs2)SC1=S	2.5	0.2	-0.8	85.2*	0.2	8.8	67.8	0.9	53.1
COc1cc2c(cc1OC)CN(C(=O)c1ccco1)CC2	2.7	0.4	4.5	-10.5	9.6	3.1	0.0	2.3	-1.4
CCCCCCNS(=O)(=O)c1ccccc1Br	13.7	·	·	16.4	12.8	·	-7.2	·	1.6
CCCCC1(Cc2ccc(OC)c([N+](=O)[O-])c2)C(=O)N(c2ccccc2)N(c2ccccc2)C1=O	5.5	0.7	5.3	46.5	14.2	12.2	1.6	-1.5	40.2
O=C(Cc1cccs1)N1CCN(S(=O)(=O)c2ccc(Br)cc2)CC1	22.1	0.4	-0.7	-16.7	5.3	-8.0	3.9[fluorescence artefact?]	-0.3	-5.8
COc1nccnc1NS(=O)(=O)c1ccc(NC(=O)c2cccc(C)c2)cc1	14.7	0.7	4.7	9.0	3.7	6.8	-0.4	1.8	11.5
Cc1ccc(C)c(OCC(=O)Nc2nc3ccc([N+](=O)[O-])cc3s2)c1	-3.5	0.7	0.2	63.2	6.1	-35.2	-9.1	-1.3	-39.0
Cc1noc(C)c1C(=O)N1CCc2ccccc21	20.6	1.4	-2.7	3.1	6.3	-20.4	6.9	-0.1	24.9
CCN(CC)C(=O)c1sc(NC(=O)Cc2ccc(OC)cc2)c(C#N)c1C	17.2	-0.8	4.9	19.1	28.0&7.9	-1.5	-7.1	-1.5	-9.7&16.6
CC(C)OC(=O)c1c2c(n3ccccc13)C(=O)c1ccccc1C2=O	8.2	4.7	4.1	28.3	13.0	1.3	13.2[fluorescence artefact?]	9.7	-5.3
COc1ccc2ccccc2c1CN1CCN(Cc2ccccc2)CC1	18.8	0.4	12.3	16.8	-0.8	-15.6	91.2*	-0.6	29.4
COC(=O)/C=c1/s/c(=C(\C#N)C(=O)NCc2ccco2)n(-c2ccccc2)c1=O	2.3	0.8	-3.6	0.5	9.0	5.9	-8.3[fluorescence artefact?]	2.6	1.1
Cc1ccc(Nc2ccc(C(=O)O)cc2N)cc1	0.6	0.4	7.5	-15.0	10.1	-20.4	-1.3[fluorescence artefact?]	1.2	9.4
CN1CCN(S(=O)(=O)c2ccc(NC(=O)c3csc4ccccc34)cc2)CC1	12.8	1.3	2.6	42.9	9.7	6.9	5.0	0.9	-11.1
NC(=O)c1c(NC(=O)CSc2nnc(-c3ccco3)n2-c2ccccc2)sc2c1CCC2	-1.6	-0.2	-1.8	9.6	11.5	32.5	5.9[fluorescence artefact?]	-0.8	-20.9
Cc1nn(-c2ccccc2)c2c1C1(C(=O)N(C(C)C)c3ccccc31)C(C#N)=C(N)O2 (centres undefined)	7.4	0.2	-0.4	31.7	2.9	12.0	-5.6	0.7	-19.1
c1ccc(-c2nc(-c3ccccn3)nc(-c3ccccn3)n2)nc1	6.6	0.4	·	8.7	8.0	14.1	-3.8	1.6	13.1
CCn1c(CNc2ccc(C(=O)O)cc2)nc2ccccc21	19.2	0.1	7.7	-19.2	7.7	12.2	6.3	0.7	-1.8
Cc1ccccc1C(=O)Oc1ccccc1N1C(=O)C2CC=CCC2C1=O (centres undefined)	34.9	0.1	1.2	28.6	8.9	-14.9	-33.6	-1.0	3.0
CC(C)c1ncc(C(O)c2ccccc2)n1C (centres undefined)	-9.4	0.1	·	-6.7	3.0	4.4	2.9	0.5	10.3
O=C(CN1C(=O)C2C3C=CC(C4CC34)C2C1=O)OCC(=O)c1ccccc1 (centres undefined)	24.6	0.7	-4.0	22.5	5.8	-9.2	-14.5	1.4	1.7
O=C(Cn1cccc1)N1CCN(c2ccc(F)cc2)CC1	1.5	0.2	0.0	15.1	12.1	19.2	2.2	1.0	15.3
O=C(c1ccc2c(c1)OCO2)N(c1ccc(Cl)cc1)C1C=CS(=O)(=O)C1 (centres undefined)	-7.7	-0.4	0.8	-12.2	11.3	-12.7	2.1	1.4	31.4
CCc1ccc(OCC(=O)N(C)C)c(Br)c1	0.7	-1.0	7.4	4.2	6.6	-21.9	11.6	-2.3	28.7
COc1cc(O)c(C(CC(=O)N2CCCCC2)c2ccc(N(C)C)cc2)c(OC)c1 (centres undefined)	2.0	·	·	1.1	11.5	·	-7.1	·	20.2
CC(C)NC(=O)NC(=O)COC(=O)c1ccccc1O	-2.7	0.2	1.5	3.5	12.1	-22.1	2.9	0.3	-5.1
Cc1nc(N)[nH]c(=O)c1CC(=O)OCCCl	3.8	-0.1	·	-1.2	5.6	5.8	-9.6	-1.6	-14.5
Cc1nn(-c2ccc(F)cc2)c(C)c1NS(=O)(=O)c1ccc(Cl)cc1	-0.7	0.0	-10.9	41.9	14.3	-27.8	0.7	-0.6	-10.5
Cc1ccccc1Cn1nc(C)c(NC(=O)c2ccccc2)c1C	2.6	-0.3	0.5	15.4	8.2	6.2	-0.3	-0.7	-19.3
O=C(Nc1cccn(Cc2c(Cl)cccc2Cl)c1=O)c1ccccc1Cl	11.1	0.2	8.2	0.8	-0.6	-20.9	5.9[fluorescence artefact?]	-0.7	-2.1
COc1ccc(-c2nsc3c(N4CCCCC4)ncnc23)cc1	78.6*[5 µM]	0.7	-2.3	82.1*	6.2&9.2	4.2	3.1	0.3	-14.8&10.3
CCOc1cccc(N2C(=O)CC(N3CCN(c4nc5ccccc5s4)CC3)C2=O)c1 (centres undefined)	29.0	-0.1	10.5	13.5	11.5	8.0	-7.3	-0.3	-71.4
CCOC(=O)N1CCN(c2c(N3CCN(c4ccccc4F)CC3)c(=O)c2=O)CC1	1.9	0.5	·	5.1	10.8	22.1	3.0	0.3	7.6
C=CCn1c(SCCCC)nc(O)cc1=O	1.4&-8.0	0.4&0.7	5.5	-10.3&4.0	4.9&5.2	5.2&-12.0	0.9&-5.3	1.4&0.4	19.5&16.1
Nc1nnc(Sc2ccc(Cl)cc2[N+](=O)[O-])s1	7.8	-0.3	-5.9	-0.1	8.0	-10.8	7.7	-1.4	-13.8
CCOc1ccccc1N(CC(=O)N/N=C(\C)c1cccc(Br)c1)S(C)(=O)=O	1.4	0.2	3.2	-10.6	7.4	5.3	-3.7	0.5	11.2
COC(=O)C1=C(Nc2ccc(OC)cc2)C=C(C)C(C(=O)OC)C1c1ccc(C)cc1 (centres undefined)	14.0	-1.1	14.2	-2.9	23.4	-10.4	-7.4	-0.3	-14.7
COc1ccc(S(=O)(=O)N2CCCCC2)cc1NC(=O)CSc1ncnc2ccccc12	6.5	0.6	-2.8	3.4	6.7	14.8	-48.4[fluorescence artefact?]	0.2	15.4
